Compound activity as filed in PubChem.
FadD28 FP inh – inhibitors of FadD28 bisubstrate probe binding, primary screen, biochemical, fluorescence polarization, single point | Mycobacterium tuberculosis FadD28 fatty-acid-AMP ligase | hit rate 0.22% among 360,000 | inhibition, % at 12.5 µM; in the data active = inhibition above about 8.5%, passing the limit was not always enough; inconclusive = no clear call, values can overlap the other calls
PrPC surface inh – inhibitors of human cell surface prion protein PrPC, primary screen, cell-based, TR-FRET; hit rate 0.43% among 370,000; inhibition, % at 13.8 µM; TR-FRET read-out; Major prion protein (Homo sapiens), P04156; in the data active = inhibition above about 24%; note: 0% = median of the test wells and 100% = reference compound wells
TcdB GH inh – TcdB glycohydrolase inhibitors, primary screen, biochemical, single point, plate reader. AID 652162, 2013. TcdB glycohydrolase enzymatic assay. hit rate 0.24% among 350,000. inhibition, % at 9.99 µM; in the data active = inhibition above about 10%
BoNT-A LC inh2 – BoNT/A light chain protease inhibitors, primary screen, biochemical, flow cytometry, MLPCN library; hit rate 0.17% among 360,000; Botulinum neurotoxin type A light chain protease (Clostridium botulinum A str. ATCC 3502); multiplex microsphere protease substrate cleavage; inhibition, % at 10 µM; note: plate controls were buffer without enzyme for full effect and enzyme alone for no effect
CCHF vOTU inh – CCHFV vOTU protease inhibitors, primary screen, biochemical, Pep-AMC substrate, fluorescence; Crimean-Congo hemorrhagic fever virus L polyprotein viral ovarian tumor (vOTU) protease …; inhibition, % at 11.5 µM; hit rate 0.55% among 370,000; AID 651958, 2012; in the data active = inhibition above about 30%; note: 0% = vehicle wells with enzyme and 100% = no enzyme wells
Yp Topo-I inh – Yersinia pestis topoisomerase I inhibitors, primary screen, biochemical, cleavage product accumulation, plate reader, single point. Y. pestis Topo-I cleavage product accumulation. hit rate 0.064% among 360,000. DNA topoisomerase I (Yersinia pestis CO92). AID 504884, 2011. activity, % at 10 µM; in the data active = activity above about 50%, passing the limit was not always enough; inconclusive = no clear call, values can overlap the other calls; note: inactives centre near 2
Anthrax LF inh2 – Bacillus anthracis LF protease inhibitors, primary screen, biochemical, multiplex microsphere, MLPCN library; Lethal factor (Bacillus anthracis), P15917; multiplex microsphere protease cleavage assay; inhibition, % at 10 µM; hit rate 0.12% among 360,000; AID 588501, 2011; note: plate controls were buffer without enzyme for full effect and enzyme alone for no effect
Target sequence (P15917 whole entry, looked up): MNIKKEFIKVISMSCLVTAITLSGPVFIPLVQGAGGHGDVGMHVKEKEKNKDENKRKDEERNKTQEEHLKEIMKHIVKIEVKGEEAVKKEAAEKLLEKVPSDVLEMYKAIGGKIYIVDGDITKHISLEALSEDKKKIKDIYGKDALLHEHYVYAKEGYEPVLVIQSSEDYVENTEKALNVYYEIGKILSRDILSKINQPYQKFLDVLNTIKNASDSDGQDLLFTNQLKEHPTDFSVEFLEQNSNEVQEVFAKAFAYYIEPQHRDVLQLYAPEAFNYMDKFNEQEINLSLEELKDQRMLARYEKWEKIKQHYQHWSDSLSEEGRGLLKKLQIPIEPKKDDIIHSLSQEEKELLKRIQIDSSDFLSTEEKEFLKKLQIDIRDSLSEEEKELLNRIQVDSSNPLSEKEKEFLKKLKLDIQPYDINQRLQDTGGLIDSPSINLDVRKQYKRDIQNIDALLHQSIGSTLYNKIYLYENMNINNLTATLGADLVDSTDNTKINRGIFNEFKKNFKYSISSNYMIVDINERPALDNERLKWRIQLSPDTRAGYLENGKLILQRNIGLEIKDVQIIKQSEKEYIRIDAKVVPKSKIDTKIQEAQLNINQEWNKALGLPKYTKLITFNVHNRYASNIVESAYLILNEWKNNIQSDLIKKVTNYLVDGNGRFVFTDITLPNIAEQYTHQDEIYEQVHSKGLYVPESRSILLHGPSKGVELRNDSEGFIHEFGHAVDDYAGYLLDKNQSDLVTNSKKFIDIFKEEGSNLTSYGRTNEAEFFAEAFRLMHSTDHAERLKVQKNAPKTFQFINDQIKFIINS
BoNT-F LC inh – BoNT/F light chain protease inhibitors, primary screen, biochemical, flow cytometry, MLPCN library; Botulinum neurotoxin type F light chain protease (Clostridium botulinum); hit rate 0.22% among 360,000; inhibition, % at 10 µM; Multiplex microsphere protease cleavage assay; AID 588497, 2011; in the data active = inhibition above about 35%, passing the limit was not always enough; inconclusive = no clear call, values can overlap the other calls; note: plate controls were buffer without enzyme for full effect and enzyme alone for no effect
PfHsp40 yeast – rescue of yeast from PfHsp40 toxicity, primary screen, S. cerevisiae, ATP luminescence. growth rescue, % at 12.5 µM. hit rate 0.68% among 340,000. S. cerevisiae expressing PfHsp40, growth rescue; in the data active = growth rescue above about 28%, passing the limit was not always enough; inconclusive = no clear call, values can overlap the other calls;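 note: yeast W303a lacking pdr1 and pdr3 grown in galactose medium; growth measured after three days at 30 °C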
* = called active by the depositor; ? = inconclusive; · = not tested or not shown; & = joins results of further samples. Cut-off read from the data, not from the text of the source, unless noted: active = inhibition above about 30%; inconclusive = no clear call, values can overlap the other calls; inactive = below that.

Each structure is followed by: FadD28 FP inh	PrPC surface inh	TcdB GH inh	BoNT-A LC inh2	CCHF vOTU inh	Yp Topo-I inh	Anthrax LF inh2	BoNT-F LC inh	PfHsp40 yeast
O=C(COC(=O)c1cc(S(=O)(=O)N2CCCCC2)ccc1N1CCOCC1)c1ccc(Cl)cc1
  -3.2	8	-0.3	?	-5	12	?	?	0.7
CCOC1=C2[C@@H](CN(S(=O)(=O)c3ccc(C)cc3)[C@H]2c2ccc(Cl)cc2)[C@H]2C(=O)N(c3ccccc3)C(=O)[C@H]2C1
  -0.8	2	2.5	-0.6	-7	·	-2	-5	·
C/C=C/c1cccc(-c2nc(C(=O)N3CCCCC3)cc3c2[C@H](CCO)N(C(=O)NC(C)C)C3)c1
  ·	12	-1.9&-5.7	-0.6	10	·	4	-8	·
COc1ccccc1N(C)S(=O)(=O)c1ccc(C(=O)Nc2ccncc2)cc1
  -1.8	3	3.6	-0.7	-10	-4	2	-5	-0.5
CCc1ccc(OCC(O)CN2CCN(CCO)CC2)cc1 (stereo not given)
  -0.9	-3	0.3	-3.2	-1	5	-10	?	0.2
O=c1[nH]c2ccc(Cl)cc2c(=O)n1Cc1ccco1
  -3.9	0	·	-0.2	5	-2	-4	-13	-0.6
O=C(O)c1ccc(CNC(=O)c2ccc(Br)o2)cc1
  -0.1	·	-4.9	-0.4	·	2	-2	-6	-0.1
CCOC(=O)C(Cc1ccccc1)C(=O)Nc1nccs1 (stereo not given)
  -5.4	2	·	0.3	2	-1	-2	-4	0.2
COc1cccc(C2=NOC(C(=O)NCCCn3ccnc3)C2)c1 (stereo not given)
  -3.0	-7	·	-0.1	-11	-6	-5	-9	0.3
O=S1(=O)NC2CCCCCN2c2ccc(F)cc21 (stereo not given)
  -2.2	3	·	-0.5	-9	1	-4	-1	-0.7
COc1ccc(CC(=O)OCC(=O)NCc2ccccc2Cl)cc1OC
  0.5	5	-8.6	0.3	-1	2	-1	0	0.0
CC1CC(C)CN(S(=O)(=O)c2ccc(NC(=O)[C@@H]3CCCN3C(=O)c3cccs3)cc2)C1 (stereo not given in full)
  -2.4	2	0.0	-1.4	10	8	0	-7	-2.1
CCOc1ccc(-c2cc(C(=O)NCc3ccc(F)cc3)[nH]n2)c(C)c1
  -1.2	7	1.0	0.3	22	6	0	-7	·
O=C(Nc1ccc(F)c(Cl)c1)Nc1nnc([C@H]2C[C@H](O)[C@@H](CO)O2)s1
  -9.7	-1	1.3	-0.2	-1	1	-7	-6	·
COc1ccccc1/C=C(/C(=O)OCC(=O)Nc1cc(C)ccc1C)c1ccccc1
  0.4	-6	1.4	-1.0	11	30	1	-3	-0.5
O=C(O)c1cc2c(cc1NC(=O)c1ccccc1C(F)(F)F)OCCCO2
  -0.3	-2	9.5	-2.4	7	0	6	3	-0.7
Cc1ccc(Nc2c3c(nc4ncnn24)CC(C)CC3)cc1 (stereo not given)
  -0.9	-3	·	-0.4	4	3	0	-10	0.5
COc1ccc(NC2CCCN(C(=O)CCC(=O)c3ccc(F)cc3)C2)cc1 (stereo not given)
  -1.4	-10	0.6	-3.3	5	18	-3	-10	2.5
COc1cccc(/C=N/NC(=O)c2c(-c3ccccc3)noc2C)c1O
  -3.7	12	·	-0.2	16	-4	-3	-13	3.5
OCCCNc1c2c(nc3cc(-c4ccc(Cl)cc4)nn13)CCC2
  2.1	3	2.9	-0.7	-6	6	1	5	0.2
COC(=O)c1ccccc1NC(=O)CSc1nnc(-c2cccnc2)o1
  0.3	3	1.0	-2.1	-16	-6	0	-3	-0.2
CN(C)CCC1(C2=CCCC2)CC/C(=C/c2ccc(Cl)cc2)C1=O (stereo not given)
  -3.6	-16	2.5	-0.3	3	8	-4	-6	-0.7
CCOC(=O)C1CCN(C(=O)CN(Cc2ccc(Cl)cc2)S(C)(=O)=O)CC1
  -0.2	-6	·	-1.3	11	0	-2	-30	-1.1
COc1ccccc1OCCC(=O)N1CCN(c2ccccc2OC)CC1
  0.1	-2	1.9	0.0	-3	12	-4	-3	-0.2
CC(C)(C)OC(=O)N1CCC(NC(=O)c2[nH]cnc2C(=O)Nc2cccc(Cl)c2)CC1
  -1.9	4	1.4	-1.3	6	4	3	-7	0.0
O=C(NCCCn1ccnc1)c1ccccc1NS(=O)(=O)c1ccc(F)c(F)c1
  -3.6	1	·	-1.4	-11	-9	-2	-12	-0.4
O=C(NCCN1CCN(c2cccc(Cl)c2)CC1)C1CCCN(S(=O)(=O)c2cnc[nH]2)C1 (stereo not given)
  -1.5	-1	1.1	0.0	-1	-6	-14	-9	0.1
Cc1ccccc1-c1nc(CS(=O)CC(=O)NCCCN(C)c2ccccc2)c(C)o1 (stereo not given)
  -4.3	3	·	-1.3	13	26	-11	-22	0.0
CN1CC=C2C(C#N)=C(N)C(C#N)(C#N)[C@H](c3cccc(Cl)c3)C2C1 (stereo not given in full)
  -2.0	4	·	0.1	-37	-3	-6	4	-0.1
CC(C)C(=O)NC(C)C(c1cccs1)N1CCN(C)CC1 (stereo not given)
  0.5	2	-0.3	-3.4	-8	2	-3	-3	1.2
CC(=O)c1ccc(NC(=O)CCn2c(=O)oc3ccccc32)cc1
  -2.9	1	·	-0.1	-8	-5	2	2	-1.0
COC(=O)c1ccc(/C=N/OCC(=O)NC2CCCCCCC2)cc1
  2.2	2	·	-0.7	10	41	-3	-29	-1.2
CC(=O)N/C(=C\c1ccccc1)C(=O)OC(C)C(=O)NCc1ccccc1 (stereo not given)
  -0.9	0	0.8	2.5	6	-2	-5	?	0.0
CC12CCC(=O)C=C1CCC1C2CCC2(C)C1CC1C3C(=O)N(Cc4ccccc4)C(=O)C3CC(=O)C12 (stereo not given)
  -2.1	4	1.2	-0.6	11	15	-4	6	1.3
COc1cccc(NC(=S)N2CCC(C(=O)c3ccc(F)cc3)CC2)c1
  -0.9	10	1.1	-2.6	-10	11	-14	-2	-0.6
Cc1ccc(C)c2[nH]c(=O)c(CN(Cc3ccco3)C(=S)NCC3CCCO3)cc12 (stereo not given)
  -6.3	-1	1.8	0.0	14	23	-3	-3	-0.6
COc1ccc(OC)c(-n2cnc3cc(C(=O)O)ccc32)c1
  -1.9	-3	·	-0.2	6	-6	-4	-5	-0.9
CCc1ccc(C(=O)CN2C(=O)NC3(CCCCCC3)C2=O)cc1
  -5.1	8	1.3	12	15	3	11	43*	-0.1
COCCCNC(=O)COc1ccc(S(=O)(=O)Nc2ccccc2)cc1
  -0.8	4	·	-0.5	1	-4	-1	-19	-0.6
N#CCC(=O)N/N=C/c1cn(Cc2ccccc2C#N)c2ccccc12
  -1.2	1	-0.9	·	-7	-2	·	·	3.3
O=C(CN1C(=O)COc2ccccc21)N1CCc2ccccc2C1
  1.6	4	·	-0.5	-17	6	0	-2	-1.7
COc1ccc(C(=O)NCc2nc3ccccc3[nH]2)cc1OC
  0.7	-4	1.9	-0.3	17	8	-4	1	0.4
CC(SCC(=O)NC12CC3CC(CC(C3)C1)C2)C(=O)O (stereo not given)
  -1.8	-5	-0.1	-0.5	-8	-3	0	-5	-0.5
CCn1c(SCc2ccc(F)cc2)nc2ccccc2c1=O
  -1.8	4	-5.2	-5.0	18	2	4	-38	-1.2
N#Cc1ccc(OCC(=O)NC2CCCCCC2)cc1
  0.5	-2	1.4	0.4	8	0	6	5	-0.3
CC1CCCC(C)N1C(=O)COC(=O)c1cc([N+](=O)[O-])ccc1N1CCOCC1 (stereo not given)
  -2.1	-23	2.5	1.5	1	5	0	-7	0.6
COc1ccc(-c2c(-c3ccccc3OC)oc3ccccc23)cn1
  -4.9	7	-13	-0.6	5	19	-1	-1	1.4
CCCCCCCCOC(=O)C1=C(C)Nc2nnnn2C1c1cccs1 (stereo not given)
  -3.8	1	·	-2.4	25	28	-7	-26	76*
N#Cc1ccc(C(=O)NC(=S)N2CCN(C=O)CC2)cc1
  -2.4	-7	0.9	0.6	24	4	-3	6	-0.8
CN(CC(=O)Nc1cccc(F)c1)C(=O)c1cccnc1Sc1ccc(Cl)cc1
  -2.3	9	0.2	1.5	1	-2	-3	-10	-0.2
Fc1ccc(Nc2nnc(-c3ccncc3)s2)cc1Cl
  0.8	7	0.6	-0.1	-5	-8	-7	-5	·
O=C(O)Cn1cc2c(n1)CCCC2
  0.7	7	·	-0.4	5	-1	-1	-8	-0.5
CN(Cc1ccccc1)C(=O)CN1C(=O)COc2ccc(S(=O)(=O)N3CCCC3)cc21
  -2.6	11	1.8	-0.5	-7	-1	-4	2	-0.1
N/C(=N\OS(=O)(=O)c1ccccc1)c1ccncc1
  0.2	0	·	0.2	-1	-1	-4	5	-1.2
CCC(CC)C(=O)Nc1cc(C(=O)NCCc2ccccc2)ccc1Cl
  -0.5	0	·	0.8	-8	-4	-2	-1	-0.7
CCN(Cc1ccc2c(c1)OCCO2)S(=O)(=O)c1ccc(NC(C)=O)cc1
  ·	-3	0.6	-0.6	13	6	-8	-4	-0.8
COc1cc(=O)n2c(n1)SCCC2
  1.1	-6	·	-0.2	9	-1	2	0	0.4
Cc1ccc(/C=N/n2c(-c3ccncc3)n[nH]c2=S)cc1
  -1.3	-5	5.4	0.8	7	-5	1	-2	0.5
COC(=O)C(NC(C)=O)(Nc1nc(C)cs1)C(F)(F)F (stereo not given)
  -0.1	-4	·	-0.6	8	2	-1	4	0.4
O=C(Nc1cccc2cccnc12)c1cccc(N2C(=O)CCC2=O)c1
  -4.5	-2	·	-0.2	0	4	-2	-2	-0.5

Looked up one by one from above:
Each structure is followed by: FadD28 FP inh	PrPC surface inh	TcdB GH inh	BoNT-A LC inh2	CCHF vOTU inh	Yp Topo-I inh	Anthrax LF inh2	BoNT-F LC inh	PfHsp40 yeast
Fc1ccc(Nc2nnc(-c3ccncc3)s2)cc1Cl
  0.8	7	0.6	-0.1	-5	-8	-7	-5	·
CCC(CC)C(=O)Nc1cc(C(=O)NCCc2ccccc2)ccc1Cl
  -0.5	0	·	0.8	-8	-4	-2	-1	-0.7

(next part)
Each structure is followed by: FadD28 FP inh	PrPC surface inh	TcdB GH inh	BoNT-A LC inh2	CCHF vOTU inh	Yp Topo-I inh	Anthrax LF inh2	BoNT-F LC inh	PfHsp40 yeast
O=C(CC1SC(N2CCCC2)=NC1=O)Nc1ccc(C(=O)N2CCN(c3cccc(Cl)c3)CC2)cc1 (stereo not given)
  -3.4	1	0.3	-1.1	-5	5	-2	9	-1.2
CCCCn1nnnc1NCc1ccc(OC)c(OC)c1
  -0.4	-1	0.8	-0.2	7	8	0	-6	-0.2
Cc1cc(C)c2nc(N(CCCN(C)C)C(=O)c3ccc4c(c3)OCCO4)sc2c1
  -2.7	-9	0.1	2.1	6	-4	0	7	-2.0
O=C(NCc1ccccn1)c1ccc(Cn2cc(Br)cn2)o1
  -1.7	-4	·	-0.6	-11	-7	-2	-3	-1.6
CCC(C)NC(=S)Nc1ccccc1 (stereo not given)
  -3.1	2	0.7	2.8	-5	-3	6	?	-2.5
Cc1ccc(Cl)cc1N=C(N)N=C(N)N
  -1.8	8	-0.7	-0.9	2	6	-1	-9	3.2
C=CCOC(=O)C1=C[C@H](c2cn(C(C)=O)c3ccccc23)C[C@H](OCCCCO)O1
  -1.5	-6	0.6	0.3	6	7	6	4	-0.8
CCc1n[nH]c2c1/C(=N/O)CCC2
  -4.2	11	·	-0.1	1	0	-5	-8	-1.0
